tim10-1 inh = tim10-1 yeast growth inhibition; S. cerevisiae tim10-1 ts strain growth, BacTiter-Glo, 24 h; actives 2.2% (n = 330,000); inhibition, % at 20 µM;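 active = inhibition of at least 40%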;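 note: mutant grown at 25 °C; 0% = DMSO wells with yeast and 100% = wells holding no yeast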
NALP3 yeast inh = inhibitors of NALP3 inflammasome in yeast. Yeast reconstituted NLRP3/ASC/caspase-1, beta-gal luminescence, 24 h. inhibition, % at 10 µM. actives 0.39% (n = 330,000). AID 2825;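 active = inhibition of 50% or more; inactive = inhibition below 50%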;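 note: plate controls were induced DMSO wells for no effect and uninduced yeast grown without galactose for full effect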
Mdm2 MdmX PPI = inhibitors of human Mdm2/MdmX interaction; inhibition, % at 8 µM; SaOS-2 split-luciferase Mdm2/MdmX complementation, luminescence; AID 485346; actives 3% (n = 330,000);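 active = inhibition of at least 50% at 8 µM in the primary screen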
UPR XBP1 act = activators of adaptive arm of unfolded protein response (XBP1). CHO-XBP1 luciferase reporter, IRE1-XBP1 UPR activation, luminescence; percent of tunicamycin response, DMSO as zero. activation, % at 20 µM. actives 0.33% (n = 330,000);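 active = versus positive control, 20 µM dose yields 30% or more activation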;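 note: 100% = tunicamycin at 10 µg/mL and 0% = DMSO only wells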
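Material: CHO cell line with stable XBP1 luciferase reporter; buffer or medium: F12 medium containing 10% fetal bovine serum; compound: single point, 20 µM final compound, 1% DMSO; incubation: 6 h treatment, 37 °C; measured by: glow luminescence from Steady-Glo reagent; evaluation: activation, % of tunicamycin; control set: tunicamycin high, DMSO low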
tim23-1 inh = tim23-1 yeast growth inhibition; S. cerevisiae tim23-1 growth, BacTiter-Glo luminescence, 24 h; inhibition, % at 20 µM; actives 1.3% (n = 330,000); AID 463212;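 active = growth inhibition of the mutant yeast at or above 50%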;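 note: temperature-sensitive mutant grown at 25 °C; plate controls were DMSO-treated mutant yeast for no effect and medium wells lacking yeast for full effect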
TIM10 inh = inhibits growth of TIM10 yeast strain; actives 1.4% (n = 330,000); inhibition, % at 10 µM; S. cerevisiae TIM10 strain growth, BacTiter-Glo luminescence, 24 h;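 active = inhibition of 40% or more at the single tested concentration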;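 note: wild-type TIM10 isogenic control strain grown at permissive 25 °C; 0% = DMSO yeast wells and 100% = minimal medium wells without yeast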
GRIN3A LBD mod = NR3A (human) ligand-binding domain modulation; NR3A LBD differential scanning fluorimetry, Tm shift; 0% = protein alone, 100% = glycine-bound protein; Tm shift relative to glycine control, % at 25 µM; actives 2.5% (n = 340,000); AID 1259313;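 active = melting temperature shift of at least 10% of the positive control shift, at one fixed dose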
APJ agonist = activates the human apelin receptor APJ; AID 2520; CHO-K1 APJ PathHunter beta-arrestin, luminescence; 0% DMSO wells, 100% apelin; activation, % at 20 µM; actives 0.11% (n = 330,000); P35414;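 active = activation more than six SD over the plate average, tested at 20 µM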;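 note: 0% = DMSO alone and 100% = apelin-13 at 10 nM; some results filed as inactive read as strong as hits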
Target sequence (P35414 whole entry, looked up): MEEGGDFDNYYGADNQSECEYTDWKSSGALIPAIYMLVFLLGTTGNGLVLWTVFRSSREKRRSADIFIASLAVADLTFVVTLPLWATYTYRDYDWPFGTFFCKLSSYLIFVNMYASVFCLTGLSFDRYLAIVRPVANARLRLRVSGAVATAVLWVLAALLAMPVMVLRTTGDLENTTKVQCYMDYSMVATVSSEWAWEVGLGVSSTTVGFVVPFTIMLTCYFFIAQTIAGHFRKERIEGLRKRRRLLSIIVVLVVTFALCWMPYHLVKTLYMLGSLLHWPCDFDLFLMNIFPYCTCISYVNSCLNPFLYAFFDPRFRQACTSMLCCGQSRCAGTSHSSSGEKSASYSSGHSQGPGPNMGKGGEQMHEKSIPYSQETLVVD
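assay system = CHO-K1 APJ beta-arrestin complementation cell line | input = cell density 1000 per well | dosing = compound 20 µM once, DMSO 1% | timing = compound 90 min 25 °C, reagent 1 h | measured by = luminescence from split beta-galactosidase complementation, Galacton Star/Emerald II substrate | read-out basis = APJ agonist activity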
UPR CHOP act = apoptotic UPR (CHOP) activation | AID 449763 | CHO-CHOP luciferase reporter, luminescence; percent of tunicamycin response over DMSO baseline | activation, % at 10 µM | actives 0.34% (n = 330,000);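 active = at 10 µM dose, activation of 40% or more, normalized to positive control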;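 note: 100% = tunicamycin at 10 µg/mL and 0% = DMSO alone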
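Dosing – one dose, 10 µM in 0.5% DMSO · System – CHO-CHOP cells, stable luciferase reporter of PERK-eIF2a-CHOP signalling · Input – 500 cells/well · Control set – tunicamycin 10 µg/mL final as positive, DMSO-only wells as negative · Timing – 6 h compound treatment, 37 °C · Measure – % activation vs tunicamycin · Technique – luminescence read with Steady-Glo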
Starred values were filed as active, the others as inactive; . = no result given.

SMILES | tim10-1 inh | NALP3 yeast inh | Mdm2 MdmX PPI | UPR XBP1 act | tim23-1 inh | TIM10 inh | GRIN3A LBD mod | APJ agonist | UPR CHOP act
CCOc1ccc(C(=S)NC2CCCCC2)cc1OCC | -1 | 19 | -4 | -2 | 14 | -10 | -1 | 0 | 1.3
Cc1ccc(/C([O-])=C(/C(=S)NCCN2CCOCC2)[n+]2ccccc2)cc1[N+](=O)[O-] | 0 | 3 | 10 | 0 | -10 | 11 | -2 | -3 | 0.5
CC(C)OCCCNC(=O)C1CCC(CNS(=O)(=O)c2ccc(Cl)cc2)CC1 (stereo not given) | -6 | -1 | 14 | -3 | 9 | 0 | -8 | 0 | -0.5
COCC1CCN(C(=O)c2oc3c(F)cccc3c2C)C1 (stereo not given) | 9 | 27 | -23 | 0 | 14 | 2 | 0 | 3 | 2.6
Cc1cc(C)n(-c2nc(NCC3CCCO3)c3c4c(sc3n2)COC(C)(C)C4)n1 (stereo not given) | 28 | 27 | 24 | 1 | 28 | 18 | -21 | -1 | 0.0
CC1CCC(NS(=O)(=O)c2ccc(Cl)nc2)CC1 (stereo not given) | 21 | 29 | -7 | -2 | 26 | 9 | -2 | -1 | 1.0
COC(=O)c1cc(C(=O)c2cccc(Cl)c2Cl)cn1C | 0 | 61* | 12 | 3 | 17 | -10 | 0 | -2 | -1.5
CC1CCN(C(=O)C2CCN(S(=O)(=O)c3cccc4nsnc34)CC2)CC1 | 12 | -4 | -1 | -1 | 18 | 12 | -1 | 0 | 0.8
CN(Cc1cn(Cc2ccccc2)nc1-c1ccc2c(c1)OCO2)Cc1nccn1C | -1 | 10 | 15 | -2 | -8 | 1 | -1 | -3 | 0.2
CSc1nc2ccccc2n1CC(=O)N1CCCCC1 | 9 | 7 | 3 | -4 | 9 | 1 | 0 | -1 | -0.9
CCc1ccccc1NC(=S)N(Cc1cccs1)C1CCCC1 | 34 | -14 | -16 | -4 | 11 | 40* | -1 | -1 | 0.5
COc1ccccc1N(CC(O)Cn1c2ccccc2c2ccccc21)S(=O)(=O)c1ccccc1 (stereo not given) | 27 | 9 | 8 | 7 | 30 | 22 | 0 | -3 | 4.9
CCn1c(=O)c2c(nc(SCC(=O)NCC3CCCO3)n2C)n(C)c1=O (stereo not given) | 5 | -1 | 7 | 0 | 22 | 4 | 5 | -1 | -1.5
Oc1ccccc1/C=N/N1CCCCC1 | 4 | 10 | 21 | 2 | 8 | -1 | 2 | -6 | 4.1
Clc1cccc(CN2CCCCCC2)c1Cl | -5 | 9 | 11 | -5 | -9 | -3 | -1 | -3 | 1.3
CC(C)(O)CC[C@@H](O)[C@](C)(O)C1CC[C@@]2(O)C3=CC(=O)[C@@H]4C[C@@H](O)[C@@H](O)C[C@]4(C)C3CC[C@]12C (stereo not given in full) | -2 | 9 | -14 | 1 | 1 | -5 | 10* | 0 | 1.2
N/C(=N\OC(=O)c1ccc(Cl)cc1Cl)c1ccc(Cl)cc1 | 34 | 22 | 53* | -8 | 82* | 79* | 18* | 9 | 1.1
O=C(O)COc1ccc(NC(=O)c2ccco2)cc1 | 5 | 0 | -32 | -2 | 11 | -9 | 2 | 2 | -0.6
NC(=O)C1CCN(C2CC(=O)N(Cc3ccc(N4CCCC4=O)cc3)C2=O)CC1 (stereo not given) | 3 | 5 | -12 | -2 | 6 | 9 | -1 | -6 | -1.2
O=C(CSc1ncn[nH]1)N1N=C2/C(=C/c3ccccc3)CCCC2C1c1ccccc1 (stereo not given) | 25 | 27 | 53* | -1 | 34 | 16 | -9 | -7 | -2.6
O=C1COc2ccc(C(=O)c3ccccc3C(=O)O)cc2N1 | 8 | 4 | 9 | -2 | 3 | -22 | -1 | -2 | -2.0
CSc1[nH]c(=O)c(C(=O)O)cc1C#N | 4 | -1 | 14 | -1 | 5 | -15 | 1 | -2 | 0.5
CCOC(=O)Cn1c(N)c(C(=O)OC)sc1=S | 17 | -16 | 6 | -1 | 3 | -1 | 1 | -3 | -2.4
COc1ccc(C2=NNC(=O)CC2)cc1 | 12 | 3 | -5 | -2 | 5 | 24 | 2 | 0 | -0.1
CC1(C)C2CCC(C2)C1(C)NC(=O)CN1CCN(Cc2ccccc2)CC1 (stereo not given) | 22 | 22 | 19 | 1 | 20 | -9 | -1 | -3 | -3.6
O=C(COc1cc2oc(=O)c3c(c2cc1Cl)CCCC3)NCc1cccnc1 | 20 | 9 | 5 | -3 | 8 | 9 | -1 | -3 | 1.1
O=C(COc1ccc(Cl)cc1)N1CCN(c2cccc(C(F)(F)F)c2)CC1 | 38 | 18 | 18 | -2 | 41 | 8 | -8 | -5 | -1.0
O=C(Nc1sc2c(c1C(=O)O)CCC2)c1ccc(F)cc1 | 23 | -13 | 0 | 0 | 21 | 15 | -1 | -1 | 2.7
COc1ccc2nc(NC(=O)Nc3ccccc3OC)sc2c1 | -21 | 10 | -66 | 7 | -2 | 2 | -2 | 0 | 5.2
Cc1ccc(C)c(N2CCN(C(=O)CCNS(=O)(=O)c3ccc4c(c3)oc(=O)n4C)CC2)c1 | 21 | 3 | 41 | -3 | 15 | 0 | -1 | -4 | -2.2
CCC1=C(OC(=O)N(CC)CC)N2C(=O)OC(=NCC(=O)OC)[C@]2(C)[C@H]2C1=CC[C@H]1C(=O)N(C)C(=O)[C@H]12 | 4 | 4 | 6 | -2 | -6 | 4 | 2 | -1 | -0.3
C=CCOc1c(CNc2nccs2)cccc1OCC | 34 | -12 | -7 | 0 | 21 | 22 | -1 | -6 | -0.6
O=C(NCCc1ccc(C(F)(F)F)cc1)C1CCC(=O)N(CCCN2CCCC2=O)C1 (stereo not given) | -9 | 7 | 24 | -4 | 10 | -4 | 1 | -2 | -0.1
CCCOC(=O)c1[nH]c2c(c1C)C(=O)CC(c1cccs1)C2 (stereo not given) | 12 | 13 | 39 | 12 | 3 | 3 | 0 | 6 | 0.1
COc1ccc(/C=N/NC(=O)CO/N=C(\C)c2cccs2)cc1 | 12 | 10 | -1 | 0 | 11 | -4 | 3 | 0 | -1.7
CCOC(=O)C1=CN(Cc2cccc(F)c2)S(=O)(=O)N(C)C1c1ccc2ccccc2c1 (stereo not given) | 11 | . | 31 | -1 | 32 | 2 | 1 | . | -0.3
COCCNc1nnc(SCC(=O)NC(=O)c2ccccc2)s1 | 4 | -4 | 18 | 0 | 4 | -2 | -3 | -3 | 4.6
O=C(NN(c1ccccc1)c1ccccc1)c1ccccc1F | 4 | 27 | -4 | 2 | 24 | -20 | 0 | -3 | 2.1
CCOc1cccc(NC(=O)/C(C#N)=C\c2cn(CC(=O)O)c3ccccc23)c1 | 10 | 15 | -6 | -4 | 0 | 6 | -4 | -1 | 0.6
COc1ccc2[nH]c3c(=O)n(/N=C/[C@H]4C(C)C=C(C)CC4C)c(=O)[nH]c3c2c1 (stereo not given in full) | -12 | 19 | 16 | 1 | 9 | 18 | -2 | 24* | 1.9
Cc1ccc(-c2nnc(SCC(C)C)n2C)cc1 | -3 | 18 | -14 | 5 | -11 | -20 | -6 | 0 | 4.2
O=C(NCCc1ccccc1)C(=O)NCC1OCCN1S(=O)(=O)c1cccs1 (stereo not given) | -3 | -5 | 23 | -2 | -1 | 2 | 5 | -1 | 1.1
O=C(COC(=O)CNS(=O)(=O)c1ccc(Br)cc1Cl)NC1CCCC1 | 18 | 6 | -1 | -4 | -7 | 5 | 18* | -4 | 0.5
O=C(Oc1ccc2c(-c3ccccc3)cc(=O)oc2c1)c1cccs1 | 37 | 9 | 15 | 2 | -4 | 27 | 3 | 2 | 0.4
C/C(=N\NC(=O)c1csc(C)c1C)c1ccc(C)s1 | 23 | 7 | -59 | 2 | 8 | 10 | 15* | 5 | 5.5

Next section, starting with the last 3 of the part before.
SMILES | tim10-1 inh | NALP3 yeast inh | Mdm2 MdmX PPI | UPR XBP1 act | tim23-1 inh | TIM10 inh | GRIN3A LBD mod | APJ agonist | UPR CHOP act
O=C(COC(=O)CNS(=O)(=O)c1ccc(Br)cc1Cl)NC1CCCC1 | 18 | 6 | -1 | -4 | -7 | 5 | 18* | -4 | 0.5
O=C(Oc1ccc2c(-c3ccccc3)cc(=O)oc2c1)c1cccs1 | 37 | 9 | 15 | 2 | -4 | 27 | 3 | 2 | 0.4
C/C(=N\NC(=O)c1csc(C)c1C)c1ccc(C)s1 | 23 | 7 | -59 | 2 | 8 | 10 | 15* | 5 | 5.5
CCSC1=NCCN1S(=O)(=O)c1ccccc1 | 14 | 22 | 6 | 0 | -2 | 3 | -2 | -3 | 0.7
O=C(O)c1cccc(NS(=O)(=O)c2cccc3cccnc23)c1 | 1 | 7 | -42 | -1 | 3 | 16 | -1 | -4 | 0.5
CCc1cc2c(N3CCN(c4ccccc4)CC3)ncnc2s1 | 7 | 14 | 36 | 3 | 15 | -28 | -1 | -1 | -1.3
COc1ccc(-n2c(Cc3cc(=O)[nH]c(=O)[nH]3)nnc2SCC(=O)Nc2cc(C(F)(F)F)ccc2Cl)cc1 | 17 | 3 | -7 | 0 | 0 | 14 | -1 | -2 | -0.1
Cc1ccc(CN=C(Nc2ccccc2)NC2CCCCC2)cc1 | -13 | -1 | 16 | 1 | 4 | 7 | -2 | -5 | -0.7
COCCN(C(=O)CSc1ccc2c(c1)OCCO2)c1c(N)n(CC(C)C)c(=O)[nH]c1=O | 24 | 16 | 2 | -1 | 12 | -8 | 1 | 1 | -0.3
CC(C)Cc1nc(SCC(=O)N2CC(C)OC(C)C2)c2c(=O)n(C)c(=O)n(C)c2n1 (stereo not given) | 22 | 6 | 26 | -2 | 25 | 13 | 0 | -8 | 1.5
O=C(NCCc1csc(-c2ccccc2)n1)c1ccccc1F | -17 | 25 | -15 | 1 | 8 | -13 | 2 | -3 | 1.1
C=CCc1c(C)c(C#N)c2nc3ccccc3n2c1N1CCCCC1 | 19 | -7 | 35 | 6 | 10 | 1 | 1 | -4 | 0.1
CCc1nnc(NC(=O)c2cc(S(=O)(=O)N3CCCCC3)ccc2N2CCOCC2)s1 | 15 | -7 | 14 | -1 | 6 | 1 | -1 | 0 | -0.6
COc1ccc(-c2noc(N3CCC(C(=O)NCCCN4CC(C)CC(C)C4)CC3)n2)cc1 (stereo not given) | 24 | 18 | 10 | 2 | 13 | -3 | 2 | -4 | 2.0
Cc1ccc2nccc(C(=O)N3CCCC(Nc4ccc(C)c(C)c4)C3)c2c1 (stereo not given) | 5 | 6 | 16 | 0 | 1 | 11 | 0 | -3 | -0.2

Bioassay records: PubChem BioAssay, Sanford-Burnham Center for Chemical Genomics
